Screening results (PubChem BioAssay)
TcdB GH inh = TcdB glycohydrolase inhibitors, primary screen, biochemical, single point, plate reader; Toxin B (Clostridioides difficile), P18177; AID 652162, 2013; inhibition, % at 9.99 µM; 0.24% of 350,000 active; TcdB glycohydrolase enzymatic assay; in the data active = inhibition above about 10%
Yp Topo-I inh = Yersinia pestis topoisomerase I inhibitors, primary screen, biochemical, cleavage product accumulation, plate reader, single point; activity, % at 10 µM; Y. pestis Topo-I cleavage product accumulation; 0.064% of 360,000 active; AID 504884, 2011; in the data active = activity above about 50%, passing the limit was not always enough; also: inactives centre near 2
BioA inh = M. tuberculosis BioA enzyme inhibitors, primary screen, biochemical, plate reader, single point, HTS | 7,8-diaminopelargonic acid synthase BioA (Mycobacterium tuberculosis) | purified M. tuberculosis BioA enzyme | inhibition, % at 9.99 µM | 0.096% of 360,000 active | AID 602481, 2012; in the data active = inhibition above about 40%
Vc quorum ag = inducers of Vibrio cholerae quorum light production without autoinducers, primary screen, BH1578 luxS cqsA deficient, single point; 0.16% of 350,000 active; V. cholerae BH1578 lux reporter, luminescence, 6 h; activation, % at 18.7 µM; in the data active = activation mostly above about 9.7%, no sharp cut-off; also: not every result past the cut was called active; inactives centre near 0; reference of the scale not given here
GDH-TPI counter = GDH-TPI coupling enzyme inhibitors, primary screen, artefact control for M. tuberculosis FBA inhibitor project, biochemical, absorbance, full deck. inhibition, % at 4.8 µM. AID 588335, 2011. GDH-TPI coupled enzyme counterscreen, NADH absorbance. 1.2% of 360,000 active; in the data active = inhibition above about 30%;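 also: 0% = DMSO wells and 100% = wells lacking the enzyme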
FBA Mtb inh = Mtb FBA enzyme inhibitors, primary screen, biochemical, fluorescence, strain H37Rv; 2.3% of 360,000 active; inhibition, % at 1 µM; purified M. tuberculosis FBA, fluorescence read-out; Fructose-bisphosphate aldolase (Mycobacterium tuberculosis (strain ATCC 25618 / H37Rv)), …; AID 588726, 2011; in the data active = inhibition above about 27%;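 also: 0% = vehicle and 100% = reference inhibitor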
Target sequence (P9WQA3 whole entry, looked up): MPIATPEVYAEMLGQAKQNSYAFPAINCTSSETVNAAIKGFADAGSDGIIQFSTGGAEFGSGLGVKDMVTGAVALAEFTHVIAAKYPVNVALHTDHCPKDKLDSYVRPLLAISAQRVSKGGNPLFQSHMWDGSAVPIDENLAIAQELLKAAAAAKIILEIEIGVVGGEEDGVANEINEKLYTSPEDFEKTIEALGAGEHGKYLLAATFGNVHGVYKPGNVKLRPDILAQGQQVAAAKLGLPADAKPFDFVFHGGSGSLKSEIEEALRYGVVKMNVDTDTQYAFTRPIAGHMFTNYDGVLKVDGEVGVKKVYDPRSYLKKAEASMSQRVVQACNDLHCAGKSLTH
Mtb UGM inh = M. tuberculosis UGM enzyme inhibitors, primary screen, biochemical, fluorescence polarization, single point; AID 504406, 2011; UDP-galactopyranose mutase (Mycobacterium tuberculosis (strain ATCC 25618 / H37Rv)), …; purified UGM, fluorescence polarization probe displacement; inhibition, % at 10 µM; 0.06% of 320,000 active; in the data active = inhibition above about 10%, passing the limit was not always enough
Target sequence (P9WIQ1 whole entry, looked up): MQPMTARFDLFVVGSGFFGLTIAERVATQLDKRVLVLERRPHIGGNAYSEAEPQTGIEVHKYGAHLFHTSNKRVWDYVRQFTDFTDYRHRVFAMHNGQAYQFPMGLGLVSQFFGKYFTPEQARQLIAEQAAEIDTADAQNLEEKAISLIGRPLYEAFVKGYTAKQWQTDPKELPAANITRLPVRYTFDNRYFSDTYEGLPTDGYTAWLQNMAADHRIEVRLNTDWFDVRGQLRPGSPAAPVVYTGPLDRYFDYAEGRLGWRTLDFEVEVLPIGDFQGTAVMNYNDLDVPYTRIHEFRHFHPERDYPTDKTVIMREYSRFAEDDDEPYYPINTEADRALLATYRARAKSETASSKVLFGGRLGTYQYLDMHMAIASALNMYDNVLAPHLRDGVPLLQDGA
PfHsp40 yeast = rescue of yeast from PfHsp40 toxicity, primary screen, S. cerevisiae, ATP luminescence. S. cerevisiae expressing PfHsp40, growth rescue. growth rescue, % at 12.5 µM. 0.68% of 340,000 active. AID 504582, 2011; in the data active = growth rescue above about 28%, passing the limit was not always enough;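 also: yeast W303a lacking pdr1 and pdr3 grown in galactose medium; growth measured after three days at 30 °C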
FadD28 binding = inhibitors of FadD28 bisubstrate probe binding, primary screen, biochemical, fluorescence polarization, single point; Mycobacterium tuberculosis FadD28 fatty-acid-AMP ligase; inhibition, % at 12.5 µM; 0.22% of 360,000 active; in the data active = inhibition above about 8.5%, passing the limit was not always enough
* marks the source's active call; other numbers are inactive results; i = inactive; nt = no result given; & = joins results of further samples.

no.	SMILES	FadD28 binding	TcdB GH inh	Mtb UGM inh	PfHsp40 yeast	Yp Topo-I inh	BioA inh	Vc quorum ag	GDH-TPI counter	FBA Mtb inh
1	COCCCn1c(SCc2nnc(-c3ccccc3)o2)nc2sc3c(c2c1=O)CCC3	0.2	nt	4.4	-0.9	18	7.1	i	-6	1
2	COc1ccc(NC(=O)C23CC4CC(C2)CC(c2ccccc2)(C4)C3)c(OC)c1	-1.8	nt	2.8	1.9	19	0.0	-0.2	1	-1
3	C=C1C(=O)O[C@@H]2C[C@@H](C)[C@@H]3C4OC4C(=O)[C@@]3(C)[C@@H](O)[C@H]12 (some centres undefined)	-0.6	0.2	-0.3	2.7	-13	1.2	-1.2	17	1
4	CCOC(=O)c1nn(-c2ccc(OCC)cc2)c2nc(-c3cccc(OC)c3)c(C#N)c(=O)n12	-3.5	1.3	-3.5	0.4	24	1.2	-0.9	16	2
5	O=S1(=O)CC2N=C(N(Cc3c(F)cccc3Cl)c3ccccc3F)SC2C1 (centres undefined)	-2.4	nt	0.1	0.0	31	nt	-0.3	5	3
6	Cc1cc(Br)ccc1SCC(=O)OCC(=O)N1CCN(C(=O)c2ccco2)CC1	-2.1	-0.1	-1.8	1.4	14	0.3	nt	-3	1
7	Nc1ccn(CCCN2CCN(C(=O)C3CC3)CC2)c(=O)n1	-0.7	-5.8	nt	nt	0	-1.4	i	1	2
8	N=c1c(C(=O)NCc2ccc3c(c2)OCO3)cc2c(=O)n3ccccc3nc2n1Cc1cccnc1	-4.7	nt	-1.3	-0.4	-5	1.6	i	5	3
9	COCCNC(=O)CN1CCN(S(=O)(=O)c2ccc3c(c2)CCCC3)CC1	-1.0	-0.6	-0.3	-1.4	11	-1.6	-2.0	4	4
10	Cc1cc(-c2ccccc2)nc(SCC(=O)N2CCCC2)n1	-0.8	1.5	-0.2	1.3	15	nt	i	3	1
11	Cn1cnnc1Sc1ccc(CN2CCN(C3CCCC3)C(CCO)C2)o1 (centres undefined)	-1.5	0.0	-1.6	17	5	nt	nt	-2	-1
12	NC(=O)C(NC(=O)OCc1ccccc1)c1ccccc1 (centres undefined)	1.3	1.3	-2.8	0.2	1	1.2	-3.0	-1	2

Limited to TcdB GH inh and FBA Mtb inh, for some of the entries so far:
| no. | molecule | TcdB GH inh | FBA Mtb inh |
| --- | --- | --- | --- |
| 3 | C=C1C(=O)O[C@@H]2C[C@@H](C)[C@@H]3C4OC4C(=O)[C@@]3(C)[C@@H](O)[C@H]12 (some centres undefined) | 0.2 | 1 |
| 4 | CCOC(=O)c1nn(-c2ccc(OCC)cc2)c2nc(-c3cccc(OC)c3)c(C#N)c(=O)n12 | 1.3 | 2 |
| 5 | O=S1(=O)CC2N=C(N(Cc3c(F)cccc3Cl)c3ccccc3F)SC2C1 (centres undefined) | nt | 3 |
| 6 | Cc1cc(Br)ccc1SCC(=O)OCC(=O)N1CCN(C(=O)c2ccco2)CC1 | -0.1 | 1 |
| 7 | Nc1ccn(CCCN2CCN(C(=O)C3CC3)CC2)c(=O)n1 | -5.8 | 2 |

Additional compounds follow.
no.	SMILES	FadD28 binding	TcdB GH inh	Mtb UGM inh	PfHsp40 yeast	Yp Topo-I inh	BioA inh	Vc quorum ag	GDH-TPI counter	FBA Mtb inh
13	O=C(CN1CCC(NC(=O)Nc2ccccc2-c2ccccc2)CC1)NCc1ccco1	-3.5	nt	-0.7	0.2	-14	1.1	-0.2	-2	12
14	Cc1ccc(C)c(-c2ccc(=O)n(Cc3c(F)cccc3Cl)n2)c1	-0.7	3.2	-2.0	0.9	41	0.2	-0.6	-3	1
15	O=C(NNC(=O)c1sc2cccc(Cl)c2c1Cl)NC1CCCCC1	-1.7	nt	-0.2	0.7	5	-1.8	8.3	12	-3
16	COc1ccc(-n2c3c(c(=O)[nH]c2=O)C(C(F)(F)F)(C(F)(F)F)N=C(CC(C)C)N3)cc1	-0.9	nt	1.8	-0.8	-1	0.1	-0.4	4	1
17	COc1cc(N/C(N)=N/c2nc(C)cc(C)n2)cc(OC)c1	1.1	-2.1	-1.0	1.6	-1	-1.7	-1.5	15	0
18	CC(NC(=O)c1cccc(OC2CCN(C3CCN(C)CC3)CC2)c1)c1ccccc1 (centres undefined)	-1.9	2.6	-0.1	-1.2	-2	-0.4	-0.4	7	2
19	CCOc1ccc(CCNC(=O)C2CCCN(C(=O)N(C)C)C2)cc1OCC (centres undefined)	0.4	nt	0.4	13	-2	0.8	i	14	3
20	CC(C)Cn1c(N)c(C(=O)COC(=O)c2ccc3c(c2)OCCO3)c(=O)n(C)c1=O	-4.6	nt	1.3	-0.5	4	0.9	6.7	-2	1
21	Cc1ccc(S(=O)(=O)N(C)c2ccc(C(=O)N(CC(C)C)C3CCS(=O)(=O)C3)cc2)cc1 (centres undefined)	-1.7	3.3	-1.4	-1.3	16	nt	-0.7	-1	6
22	O=C(NNC(=O)c1ccc2c(=O)n3c(nc2c1)CCC3)c1ccc(F)cc1	-1.8	3.0	0.1	-0.1	-14	nt	-0.6	-1	4
23	Cc1cc(C)cc(NC(=O)C(Sc2ncnc3ccccc23)c2ccccc2)c1 (centres undefined)	0.2	0.0	-0.5	1.3	8	-2.2	-0.5	19	1
24	CCN(CC)S(=O)(=O)c1ccc(N2CCOCC2)c(NC(=O)c2ccc(F)cc2)c1	-2.5	0.5	2.2	0.6	0	nt	-0.5	-4	-1
25	Cc1ccc(S(=O)(=O)N2CCN=C2SCc2ccccc2)cc1	-3.7	0.3	3.2	0.6	20	nt	-0.2	-3	-2
26	COCCNC(=O)C(=O)NNC(=O)c1ccccc1OC	-1.2	1.3	-2.9	2.0	0	nt	-0.3	10	1
27	CCOc1ccc(-c2cc(C(=O)N/N=C(\C)c3cccnc3)c3ccccc3n2)cc1	-2.1	1.1	4.8	-0.3	5	-0.3	-0.4	4	7
28	CN(CC(=O)NCCN1CCN(c2ccccc2)CC1)S(=O)(=O)c1ccc2c(c1)CCC(=O)N2	-2.7	-0.1	3.4	-0.9	8	-0.9	-0.3	-1	-1
29	COc1ccc(Br)cc1CN(C)C(=O)c1ccc2c(c1)NC(=O)C(C)S2 (centres undefined)	0.9	1.6	-2.1	-0.3	15	nt	i	3	4
30	Cc1nnc(SCCn2c(N(C)Cc3ccccc3)nc3c2c(=O)[nH]c(=O)n3C)s1	-1.9	1.0	-0.2	1.2	8	1.8	0.0	14	4
31	CNC(=O)C(=O)NCC1OCCCN1S(=O)(=O)c1ccc2c(c1)OCCO2 (centres undefined)	-3.0	0.1	0.6	-1.7	1	-0.2	-0.3	-1	1
32	O=C(C1CCN(S(=O)(=O)c2cccnc2)CC1)N1CCN(c2ccccc2Cl)CC1	-4.5	nt	0.4	1.0	-3	2.5	0.4	-2	2
33	CCn1c(=O)cc(SCC(=O)Nc2cc(OC)c(OC)c(OC)c2)c2ccccc21	-3.1	nt	0.5	0.9	-2	0.1	i	4	-1
34	CC(C)NC(=O)Nc1cccc2c1O[C@H](CN(C)C(=O)Nc1ccc(C(F)(F)F)cc1)[C@@H](C)CN([C@H](C)CO)C2=O	-2.9	0.8&0.7	-1.5	0.1	19	1.3&1.4	-0.4	-7	-1
35	CCCCC(CC)CNC(=O)C1CC=CCC1C(=O)O (centres undefined)	0.6	0.7	-0.9	-0.3	3	nt	-0.2	4	1
36	O=C(Nc1c(Cl)ccc2nsnc12)c1ccco1	-1.2	1.3	-1.1	-2.5	-2	0.2	-8.3	9	0
37	CS(=O)(=O)N1CCc2cc(-c3csc(NC(=O)Cc4ccccc4)n3)ccc21	-0.8	nt	0.7	-1.0	-6	nt	i	2	2
38	COc1cccc(CN2CCN(C(=O)[C@H]3O[C@@H](n4cnc5c(N)ncnc54)[C@H](O)[C@@H]3O)CC2=O)c1	-2.1	1.0	nt	nt	nt	0.1	nt	nt	1
39	Cc1cc(Cl)c(S(=O)(=O)NCC2CCCO2)cc1OCC(N)=O (centres undefined)	-0.9	nt	0.9	-0.3	-2	-0.3	-0.8	2	0
40	O=C(O)CC(NC(=O)C12CC3CC(CC(C3)C1)C2)c1ccc2c(c1)OCO2 (centres undefined)	-0.4	0.3	-0.2	0.0	-6	nt	-0.5	3	6
41	Cc1cc(C)c(-n2c(O)c(C=NCCN3CCOCC3)c(=O)[nH]c2=O)c(C)c1	-3.5	nt	-0.9	0.7	1	-0.5	nt	-2	-2
42	Cc1nc(CNS(=O)(=O)c2ccc(Br)cc2)cs1	0.1	1.6	2.8	-0.4	9	0.7	-0.5	0	-1
43	CSc1ccc(CN(C)C(=O)CCNS(=O)(=O)c2ccc(C)c(C)c2)cc1	0.7	-1.5	-3.8	0.7	33	2.0	i	4	1
44	C[C@H](CO)N1C[C@H](C)[C@H](CN(C)S(=O)(=O)c2ccc(F)cc2)OCc2cnnn2CCCC1=O	-2.2	1.1&-0.4&-0.5	nt	nt	4	0.1&-1.5&-0.6	2.4	3	-1
45	CCOc1cc(-c2nccc3cc(OC)c(OC)cc23)cc(OCC)c1OCC	-1.4	0.7	-4.2	-0.9	20	-1.3	-1.5	12	4
46	Cc1cccc(N2C(=O)CN=C2Nc2nc(C)cc(C)n2)c1	2.4	nt	-0.8	0.3	-4	0.5	-0.5	-4	3
47	CCOCCCNC(=O)C1CCN(S(=O)(=O)N(CC(C)C)CC(C)C)CC1	-3.1	nt	1.0	-0.6	-12	-0.9	i	4	-1
48	COc1ccccc1N1CCN(CC(=O)Nc2ccc(-n3cnnn3)cc2)CC1	0.8	-0.1	2.2	-1.4	4	-1.9	i	-3	1

A stretch taken from the entries so far, as a working copy:
no.	SMILES	FadD28 binding	TcdB GH inh	Mtb UGM inh	PfHsp40 yeast	Yp Topo-I inh	BioA inh	Vc quorum ag	GDH-TPI counter	FBA Mtb inh
39	Cc1cc(Cl)c(S(=O)(=O)NCC2CCCO2)cc1OCC(N)=O (centres undefined)	-0.9	nt	0.9	-0.3	-2	-0.3	-0.8	2	0
40	O=C(O)CC(NC(=O)C12CC3CC(CC(C3)C1)C2)c1ccc2c(c1)OCO2 (centres undefined)	-0.4	0.3	-0.2	0.0	-6	nt	-0.5	3	6

Going on with the list.
no.	SMILES	FadD28 binding	TcdB GH inh	Mtb UGM inh	PfHsp40 yeast	Yp Topo-I inh	BioA inh	Vc quorum ag	GDH-TPI counter	FBA Mtb inh
49	O=C(NCCc1ccncc1)Nc1cccc(Cl)c1	-1.5	nt	4.3	-0.5	-2	2.9	-0.6	-7	-5
50	Cc1cc(C)n2cc(CSc3ccc(Cl)cc3)nc2n1	-2.9	0.0	2.4	-1.1	7	2.8	5.3	12	7
51	Cc1cnc(NC(=O)Nc2ccccc2)c(C)n1	1.1	0.9	0.4	-1.3	0	-1.7	-0.9	9	59*
52	O=C(c1ccc(S(=O)(=O)N2CCOCC2)cc1)N1CCc2ccccc21	-0.5	0.4	-1.9	-0.5	9	nt	-0.1	-1	0
53	COc1ccccc1[C@@H]1C(c2ccccc2)=NN(c2ccccc2)[C@H]1C(=O)N1CCOC1=O	-0.2	2.1	nt	2.3	-12	-1.4	i	15	13
54	CC(=O)NCCOc1nc(N(C)C)nc(N2CCCCC2)n1	-0.8	-3.6	2.5	-1.9	0	0.0	i	6	3
